Bioassay records: PubChem BioAssay, several laboratories
CDK5 inh: inhibitors of human CDK5/p35 kinase | AID 488839 | actives 0.01% (n = 330,000) | Recombinant CDK5/p35, ADP-Glo luminescence, 60 min | inhibition, % at 10 µM;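 active = highest replicate inhibition of at least 50% and at least 75% of replicates reaching 50%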;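 also: plate controls were DMSO neutral control for no effect and GW8510 at 10 µM for full effect; many of its hits are not listed in these tables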
MITF TRPM1 HTS: activators of MITF-driven TRPM1 promoter activity in SK-MEL-5 cells. SK-MEL-5 TRPM1-promoter luciferase, 24 h; % of positive control, neutral wells = 0. activation, % at 12.5 µM. actives 0.75% (n = 300,000). AID 588334;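 active = mean activation of at least 80% with every replicate also reaching 80%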;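 also: 0% = neutral control wells and 100% = parthenolide positive control wells; values of inactives mirror those of a sister screen read the other way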
Mot1-301 SUMO: inhibitors of SUMOylation pathway: yeast Mot1-301 growth rescue | S. cerevisiae Mot1-301 growth rescue, ATP luminescence, 38.5C; percent above DMSO median, 100 means doubled | growth rescue, % at 18.8 µM | actives 1% (n = 320,000) | AID 2716;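 active = every valid replicate shows activation above 250% relative to neutral control wells; inactive = the rest, any valid replicate at or below 250%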;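 also: OY570 slx delta 5 strain wells were the positive control but not used for scaling; some compounds called inactive have numbers as strong as hits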
SR-BI HDL uptake: inhibitors of mouse SR-BI mediated HDL lipid uptake; Q61009; ldlA[mSR-BI] CHO cells, DiI-HDL uptake fluorescence, 3 h; inhibition, % at 12.5 µM; actives 0.96% (n = 320,000); AID 488896;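 active = mean replicate inhibition of at least 70% and a set share of replicates each scoring 70 or more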;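 also: 0% = median of neutral control wells and 100% = median of positive control wells; values of inactives mirror those of a sister screen read the other way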
Target sequence (Q61009 whole entry, looked up): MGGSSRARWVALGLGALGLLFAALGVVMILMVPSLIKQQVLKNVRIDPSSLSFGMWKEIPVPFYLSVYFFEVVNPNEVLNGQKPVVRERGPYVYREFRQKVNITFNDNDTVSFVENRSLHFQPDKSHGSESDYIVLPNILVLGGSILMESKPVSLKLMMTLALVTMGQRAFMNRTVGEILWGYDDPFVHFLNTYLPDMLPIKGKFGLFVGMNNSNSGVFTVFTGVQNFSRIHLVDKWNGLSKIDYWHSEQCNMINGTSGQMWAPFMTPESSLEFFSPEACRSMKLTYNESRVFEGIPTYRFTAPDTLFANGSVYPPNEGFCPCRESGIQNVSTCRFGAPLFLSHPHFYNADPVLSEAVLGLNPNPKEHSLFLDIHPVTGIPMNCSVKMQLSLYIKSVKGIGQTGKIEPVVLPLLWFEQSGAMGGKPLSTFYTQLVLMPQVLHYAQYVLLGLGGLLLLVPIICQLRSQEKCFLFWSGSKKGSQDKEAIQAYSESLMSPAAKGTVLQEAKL
NSD2 inh: blocks human histone methyltransferase NSD2. NSD2 peptide methylation, AlphaScreen, 120 min. inhibition, % at 12.5 µM. O96028. actives 0.54% (n = 310,000); in the data active = inhibition above about 50%
PKA-R1A activ: activators of PKA-R1A complex. AID 504707. P00514+P68181. actives 0.083% (n = 340,000). PKA-R1A dissociation, Cy5-IP20 fluorescence polarization; scaled: DMSO 0%, 113 µM cGMP 100%. activation, % at 11.4 µM;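 active = percent activation above the mean of all tested compounds plus 3 SD, cut at about 19% in these data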;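 also: higher means more PKAc released from R1A so a rise in polarization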
PKA-R2B act: activators of human PKA-R2B complex; activation, % at 11.4 µM; PKA-R2B holoenzyme dissociation, Cy5-IP20 fluorescence polarization; R2B truncated from residue 108, S112A mutant; 0% DMSO only, 100% 113 µM cGMP; AID 504700; actives 0.079% (n = 340,000);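 active = activation above a cutoff set at the mean over all compounds plus 3 SD, cut at about 18% in these data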;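 also: higher means more holoenzyme dissociation and a rise in polarization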
Pemphigus Ab inh: inhibitors of pemphigus antibody binding to human desmoglein-3; AID 588358; binding (percent of control), % at 10 µM; P32926; actives 0.48% (n = 310,000); DSG3-coupled beads, scFv-anti-DSG3-GFP binding, flow cytometry; active compounds read low;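 active = binding more than 3 SD below its plate's average and above zero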;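 also: hits lower antibody fragment binding to DSG3; some compounds called inactive have numbers as strong as hits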
SR-BI uptake up: SR-BI HDL lipid transfer activation. CHO ldlA[mSR-BI] cells, DiI-HDL uptake fluorescence, 3 h; 100 = double the neutral-control signal. activation, % at 12.5 µM. actives 0.096% (n = 320,000);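 active = mean replicate activation of at least 60% and every replicate at or above 60%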;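 also: 0% = median plate neutral-control signal and 100% = twice that signal; values of inactives mirror those of a sister screen read the other way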
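Test system: SR-BI-overexpressing, LDLR-lacking CHO cells. Measured by: DiI fluorescence, bottom read. Medium: Ham's F12 with 0.5% BSA, HEPES 25 mM, pH 7.4. Timing: 3 h uptake period with compound, 37 °C.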
dFosB activator: enhances mouse delta FosB homodimer DNA binding; AID 493131; activation, % at 25 µM; purified delta FosB, TAMRA-CDK5 oligo fluorescence polarization; percent of positive-control signal above neutral wells; actives 0.99% (n = 340,000);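 active = mean activation above about 17%, with every replicate also reaching it, limit read from the data, passing the limit was not always enough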;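 also: fluorescence polarization rise as delta FosB binds a TAMRA Cdk5 AP-1 oligo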
Target sequence (P13346 whole entry, looked up): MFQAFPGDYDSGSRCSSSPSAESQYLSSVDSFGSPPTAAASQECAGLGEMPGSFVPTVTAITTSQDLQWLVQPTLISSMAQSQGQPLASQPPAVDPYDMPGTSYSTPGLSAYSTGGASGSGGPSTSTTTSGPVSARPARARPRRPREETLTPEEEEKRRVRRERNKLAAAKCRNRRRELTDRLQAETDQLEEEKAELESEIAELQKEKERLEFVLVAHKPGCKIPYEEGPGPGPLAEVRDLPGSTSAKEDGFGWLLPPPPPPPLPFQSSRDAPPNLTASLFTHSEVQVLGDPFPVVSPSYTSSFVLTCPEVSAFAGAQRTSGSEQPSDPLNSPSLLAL
Arrestin-AP2 inh: inhibitors of human beta-arrestin and AP2 interaction; actives 0.31% (n = 340,000); inhibition, % at 10 µM; FITC-arrestin peptide / GST-AP2 beads, flow cytometry; AP2 beta2 appendage carries R879A mutation;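 active = inhibition above a set limit, near 3 SD of compounds lacking own fluorescence, cut at about 54% in these data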;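 also: plate controls were DMSO wells for no effect and 5 µM unlabelled arrestin peptide for full effect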
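System: GST-tagged AP2 beta2-adaptin appendage (R879A) on 4 µm glutathione beads / Reagent: FITC-arrestin peptide, 50 nM / Detection: HyperCyt-sampled flow cytometry, FL1 channel, ex 488/em 535 nm / Timing: 12 min plus 1 h, RT / Buffer or medium: PBS plus Tween 20 (0.05%) and BSA (0.1%)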
* = called active by the depositor; . = no result given.

no.	CDK5 inh	MITF TRPM1 HTS	Molecule	Mot1-301 SUMO	SR-BI HDL uptake	NSD2 inh	PKA-R1A activ	PKA-R2B act	Pemphigus Ab inh	SR-BI uptake up	dFosB activator	Arrestin-AP2 inh
1	2.6	2	CC(=O)Nc1ccc2c(c1)nc(CCN1CCC(C)CC1)n2C	-13	-22	-1	-2	-14	100	22	-1	11
2	-1.0	.	Cc1ccc(CSCC(=O)Nc2ccccc2C(=O)O)cc1	-11	6	0	6	3	112	-6	0	30
3	0.1	-13	Cn1c(=O)c2[nH]c(-c3ccccc3Cl)c(O)c2n(C)c1=O	-12	-4	-3	-1	-5	.	4	1	8
4	1.1	-10	N#CCc1ccc(NS(=O)(=O)c2ccc(C3CCCCC3)cc2)cc1	26	-15	-1	-13	-19	110	15	2	10
5	-7.7	-19	c1ccc2[nH]c(CN3CCN(c4ncnc5c4oc4ccccc45)CC3)nc2c1	8	-13	.	-6	-4	118	13	-34	3
6	1.3	-6	CC(C(=O)N1CCc2ccccc21)N1CCN(S(=O)(=O)c2ccc(C(F)(F)F)cc2)CC1 (stereo not drawn)	0	-6	-2	-5	11	96	6	-3	-2
7	-0.2	80	NC(=O)C1CC(=O)N(c2ccc(OCc3ccc(Cl)cc3)cc2)C1 (stereo not drawn)	-22	-11	1	-1	5	102	11	5	24
8	0.3	40	CC(C)COc1ccc(C(=O)Nc2ccc([N+](=O)[O-])cc2)cc1	691*	34	.	-4	-12	114	-34	-8	1
9	-1.2	2	CCCOc1ccc(/C=C/C(=O)NC2CCCCC2)cc1OC	276	34	-1	11	9	113	-34	-15	2
10	-2.1	-4	Cc1cc(C)cc(C(=O)N(c2ccccn2)C(C)c2ccco2)c1 (stereo not drawn)	-4	-13	6	-10	-3	95	13	-5	4
11	-3.2	-23	O=C(Nc1cccc2ncccc12)c1ccc(OCc2ccccc2)cc1	26	20	-2	-9	-5	98	-20	3	9
12	-0.3	.	CC1CN(CC(=O)Nc2nc3ccccc3s2)CC(C)O1 (stereo not drawn)	1	-11	-1	3	-2	117	11	-9	-11
13	-1.3	9	CC(CCc1ccco1)NC(=O)Nc1cccc(F)c1 (stereo not drawn)	-3	7	0	2	2	102	-7	3	-3
14	-0.1	-8	CCN(CC)S(=O)(=O)c1ccc(C(=O)NC(=S)N(CCO)Cc2ccccc2)cc1	6	13	0	-12	-16	92	-13	1	-1
15	1.3	-5	O=C(O)c1cn(Cc2ccccc2Cl)c2ccc(S(=O)(=O)N3CCOCC3)cc2c1=O	-2	-13	1	0	8	99	13	-7	-11
16	-0.4	42	COC(=O)COc1ccc(Cl)cc1C1Nc2ccccc2C(=O)N1c1ccc(OC)cc1 (stereo not drawn)	15	11	.	2	-2	102	-11	-4	30
17	0.1	1	CCCCNc1nc2c(c(=O)n(C)c(=O)n2C)n1CCC	0	-15	.	-3	-8	101	15	1	7
18	0.9	-3	CCc1ccccc1NC(=O)c1ccc(Cn2cc([N+](=O)[O-])cn2)cc1	.	17	-1	-3	-9	111	-17	-1	8
19	-0.4	-15	O=C(C(=O)N1CCCCC1)c1cn(CC(=O)N2CCCCCC2)c2ccccc12	1	-20	1	-2	-6	.	20	-11	-7
20	1.8	-9	CCN(CCO)C(=O)CC1C(=O)NCCN1Cc1c(F)cccc1Cl (stereo not drawn)	7	.	.	-10	-2	101	.	1	26
21	-0.5	0	C=CCNC(=O)c1c(Cl)cccc1Cl	-3	-7	0	-1	1	102	7	-1	-8
22	1.3	0	Cc1cc(OCC(=O)NC2CC(C)(C)NC(C)(C)C2)c2c(C)cc(=O)oc2c1	-8	9	0	-9	-14	106	-9	-6	5
23	0.6	-27	COc1c(C)cc(C(=O)C2CCCN(C(=O)c3csc(C)n3)C2)cc1C (stereo not drawn)	-4	-7	2	6	-9	98	7	0	-16
24	.	21	COC(=O)CC1C(=O)NCCN1C(=O)c1ccc2oc(C(C)C)nc2c1 (stereo not drawn)	-5	-8	-5	1	-6	95	8	4	9
25	-2.0	-9	O=C(OCc1nnc(-c2cccs2)o1)c1cccnc1Cl	.	14	-4	-17	-5	96	-14	0	26
26	0.0	2	Cn1c(CC(=O)Nc2cccc(Cl)c2Cl)nnc1SCC(=O)NC1=NCCS1	34	.	0	-17	8	99	.	-3	-16
27	-1.4	.	CC1CCC(NC(=O)Cn2c3c(c(-c4ccccc4Cl)cc2=O)CCC3)CC1 (stereo not drawn)	11	46	.	0	1	113	-46	2	3
28	0.4	.	CCOC(=O)CC(Nc1nc(N2CCOCC2)nc(N2CCOCC2)n1)c1ccccc1Cl (stereo not drawn)	-8	-26	0	-4	9	.	26	-8	-4
29	1.3	-4	CCCCn1c(N)c(N(CC(C)C)C(=O)c2oc3ccc(OCC)cc3c2C)c(=O)[nH]c1=O	0	36	1	-11	0	.	-36	-18	23
30	-0.8	10	COc1ccc(OC)c(NC(=O)CC2(CC(=O)O)CCCC2)c1	-7	-11	1	2	-3	102	11	-13	8
31	-1.1	-16	COC(=O)CCC(=O)OC1(C)C(=O)C2=CN(CCCOC(C)C)C(c3ccc(OC)cc3)=CC2=C(Br)C1=O (stereo not drawn)	-47	-5	.	-3	-4	102	5	-7	29
32	-0.6	1	Cc1nnc(-c2cnn(C)c2N)n1Cc1ccc(Cl)cc1	-8	-7	0	-8	-1	100	7	-2	-15
33	-0.5	8	COc1ccc(C2C(=O)c3ccccc3C2=Nc2ccc(Br)cc2)cc1 (stereo not drawn)	15	94*	-2	-4	4	98	-94	-6	25
34	1.8	-6	Cc1ccc(NC(=O)CN(C)C(=O)Cn2cc(C(F)(F)F)cc(Cl)c2=O)cc1	8	2	-2	-6	-5	99	-2	4	-7
35	-1.8	5	CN1CCN(C(=O)CNC(=O)C23CC4CC(CC(C4)C2)C3)CC1	6	-15	0	-10	-8	.	15	3	15
36	2.3	0	NC(=S)N/N=C/c1ccc2c(c1)OCCO2	-9	37	-8	-13	7	94	-37	-2	39
37	-0.8	-6	COc1ccc(OC)c(NC(=O)CSc2nnnn2C)c1	-14	-12	3	-1	12	97	12	-7	9
38	-1.4	-11	COc1ccc(C(NC(=O)c2ccco2)c2ccc(OC)c(OC)c2)cc1 (stereo not drawn)	42	-14	1	-2	-10	104	14	-12	11
39	0.0	12	O=C(O)c1cc(S(=O)(=O)N2CCCCCC2)c(Cl)cc1Cl	104	2	3	-7	-17	104	-2	3	1
40	0.5	8	CCC1(c2ccc(Cl)cc2)NC(=O)N(CC(=O)NC2CCCCCC2)C1=O (stereo not drawn)	.	-15	-1	-7	-1	107	15	-9	-9
41	-0.8	1	COc1ccc(OC)c(-c2cc(C3CCN(c4ncccc4[N+](=O)[O-])CC3)[nH]n2)c1	-20	39	6	-10	-16	.	-39	-11	3
42	5.2	.	O=C(NNc1ccccc1F)C1CCC1	44	-8	-4	-7	2	.	8	-9	-9
43	-0.7	19	Oc1ccc(/C=N/NC(=S)Nc2cccnc2)cc1	-13	.	2	4	3	101	.	-5	5
44	-0.4	26	COC(=O)c1ccccc1NC(=O)NCCc1ccccc1OC	7	33	1	-1	-10	98	-33	-8	-15
45	-0.4	-5	CC(=O)N1Cc2ccccc2CC1C(=O)N1CCN(c2ccccc2)CC1 (stereo not drawn)	-1	8	2	5	-2	116	-8	-1	2
46	-2.2	16	CN1CCN(CC#CCn2c3ccccc3c3ccccc32)CC1	53	-11	12	3	3	102	11	-2	5
47	0.0	-2	Cc1cc(C)c2[nH]c(=O)c(CN(Cc3cccs3)C(=S)NCc3ccco3)cc2c1	20	-14	-2	-4	-6	101	14	2	3
48	-0.4	.	O=C(NCc1ccco1)[C@@H]1CCCN1C(=O)c1cccs1	-7	2	0	-3	-8	101	-2	5	3
49	0.4	5	Cc1cc(-c2nn(C)c(=O)c3ccccc23)cc(C)c1O	17	39	-3	-4	6	107	-39	3	-3
50	0.2	-5	C=CCn1c(SCC(=O)NC2CCCCC2)nnc1C1CCCCC1	-15	-10	15	5	-11	107	10	-6	9
51	0.3	7	Cc1nn(CC#N)c(=O)n1-c1ccccc1	-8	5	0	-1	-6	103	-5	-6	7
52	0.8	-4	CCOC(=O)c1c(N)sc2c1CCCC2	-21	4	-1	-3	-4	111	-4	-7	5

Molecules from the list above that contain a nitro group on carbon:
no.	CDK5 inh	MITF TRPM1 HTS	Molecule	Mot1-301 SUMO	SR-BI HDL uptake	NSD2 inh	PKA-R1A activ	PKA-R2B act	Pemphigus Ab inh	SR-BI uptake up	dFosB activator	Arrestin-AP2 inh
8	0.3	40	CC(C)COc1ccc(C(=O)Nc2ccc([N+](=O)[O-])cc2)cc1	691*	34	.	-4	-12	114	-34	-8	1
18	0.9	-3	CCc1ccccc1NC(=O)c1ccc(Cn2cc([N+](=O)[O-])cn2)cc1	.	17	-1	-3	-9	111	-17	-1	8
41	-0.8	1	COc1ccc(OC)c(-c2cc(C3CCN(c4ncccc4[N+](=O)[O-])CC3)[nH]n2)c1	-20	39	6	-10	-16	.	-39	-11	3
